eIF4E 4G PPI = blocks eIF4E binding to eIF4G; P63073+Q04637; TR-FRET eIF4E-eIF4GI(517-606) binding, 2 h; inhibition, % at 21.7 µM; 220,000 compounds, 0.37% hits;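 active = inhibition above about 30%, limit read from the data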;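 also: 0% = full FRET control wells and 100% = background wells lacking eIF4GI fragment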
Target sequence (P63073 whole entry, looked up, the tested form may be a part): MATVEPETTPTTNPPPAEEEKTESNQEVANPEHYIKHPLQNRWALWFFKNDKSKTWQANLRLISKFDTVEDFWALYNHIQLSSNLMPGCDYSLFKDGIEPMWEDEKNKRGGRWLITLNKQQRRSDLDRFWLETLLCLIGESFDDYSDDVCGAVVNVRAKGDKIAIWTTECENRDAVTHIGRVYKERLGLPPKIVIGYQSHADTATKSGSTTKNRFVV
Target sequence (Q04637 whole entry, looked up, the tested form may be a part): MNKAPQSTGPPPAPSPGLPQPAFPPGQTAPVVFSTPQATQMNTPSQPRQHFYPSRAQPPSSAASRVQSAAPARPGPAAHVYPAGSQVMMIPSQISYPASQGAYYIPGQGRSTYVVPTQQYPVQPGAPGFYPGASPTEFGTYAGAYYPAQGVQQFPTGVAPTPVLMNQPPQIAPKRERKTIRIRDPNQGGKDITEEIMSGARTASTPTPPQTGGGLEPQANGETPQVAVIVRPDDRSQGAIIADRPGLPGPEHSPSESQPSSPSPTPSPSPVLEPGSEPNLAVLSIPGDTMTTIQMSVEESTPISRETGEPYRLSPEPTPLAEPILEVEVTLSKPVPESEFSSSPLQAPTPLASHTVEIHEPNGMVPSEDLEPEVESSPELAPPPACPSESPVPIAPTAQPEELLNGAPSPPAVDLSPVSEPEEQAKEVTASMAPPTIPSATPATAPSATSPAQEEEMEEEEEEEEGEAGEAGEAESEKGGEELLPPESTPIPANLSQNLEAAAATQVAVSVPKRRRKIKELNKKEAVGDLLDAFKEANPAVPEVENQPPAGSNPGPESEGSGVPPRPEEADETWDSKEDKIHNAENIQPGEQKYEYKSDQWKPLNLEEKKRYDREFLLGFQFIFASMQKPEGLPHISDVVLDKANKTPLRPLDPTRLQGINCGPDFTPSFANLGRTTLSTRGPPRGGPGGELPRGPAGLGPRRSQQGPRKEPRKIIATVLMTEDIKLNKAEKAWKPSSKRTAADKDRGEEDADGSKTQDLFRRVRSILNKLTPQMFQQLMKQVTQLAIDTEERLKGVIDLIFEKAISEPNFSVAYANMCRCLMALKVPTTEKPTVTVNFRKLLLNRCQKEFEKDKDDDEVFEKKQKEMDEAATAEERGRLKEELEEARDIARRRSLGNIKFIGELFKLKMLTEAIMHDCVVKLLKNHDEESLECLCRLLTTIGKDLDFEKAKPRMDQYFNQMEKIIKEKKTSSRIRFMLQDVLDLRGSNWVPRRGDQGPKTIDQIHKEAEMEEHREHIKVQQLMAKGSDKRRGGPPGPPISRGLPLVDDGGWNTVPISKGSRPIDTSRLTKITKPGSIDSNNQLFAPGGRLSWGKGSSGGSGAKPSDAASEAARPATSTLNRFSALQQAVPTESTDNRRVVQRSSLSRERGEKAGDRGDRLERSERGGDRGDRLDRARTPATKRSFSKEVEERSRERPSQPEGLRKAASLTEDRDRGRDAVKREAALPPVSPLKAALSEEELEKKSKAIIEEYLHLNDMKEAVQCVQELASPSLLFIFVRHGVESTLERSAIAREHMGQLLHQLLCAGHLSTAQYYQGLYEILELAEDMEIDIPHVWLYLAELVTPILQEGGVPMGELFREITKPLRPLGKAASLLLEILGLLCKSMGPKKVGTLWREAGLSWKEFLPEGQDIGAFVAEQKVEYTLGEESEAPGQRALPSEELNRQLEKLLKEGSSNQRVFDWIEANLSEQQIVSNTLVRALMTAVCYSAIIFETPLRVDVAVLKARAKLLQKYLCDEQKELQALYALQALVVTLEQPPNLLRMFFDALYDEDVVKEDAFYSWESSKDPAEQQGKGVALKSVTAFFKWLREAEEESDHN
14-3-3 Bad PPI = disrupts binding of bovine 14-3-3 zeta to phospho-Bad peptide; TR-FRET 14-3-3zeta/Dy647-pBad peptide displacement, 1 h; 220,000 compounds, 0.71% hits; P63103; inhibition, % at 21.7 µM;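 active = inhibition above about 70%, limit read from the data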;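 also: 0% = full 14-3-3 plus peptide FRET controls and 100% = background without 14-3-3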
Wee1 stabilizer = human Wee1 degradation inhibition, primary screen | 220,000 compounds, 1.2% hits | P30291 | HeLa Luc-Wee1K328M stability, luciferase luminescence; 100% = proteasome inhibitor MG132 effect | reporter increase, % at 5 µM;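 active = activation above the mean of all tested compounds plus 3 SD, set per screening run, cut at about 8.8% in these data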;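 also: cells exposed to compound for 20 h before luminescence read; 0% = DMSO alone and 100% = MG132 at 30 µM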
p97 inhibitor = inhibitors of human p97 ATPase. AID 1481. 220,000 compounds, 0.42% hits. recombinant p97 ATPase, Kinase-Glo ATP luminescence, 3 h. inhibition, % at 8 µM; in the data active = inhibition above about 15%;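 also: 0% = DMSO vehicle and 100% = wells lacking enzyme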
Rad51 HR inh = blocks human Rad51 in homologous recombination; Q06609; hRad51 DNA strand exchange, fluorescence dequenching; inhibition, % at 10 µM; 200,000 compounds, 0.085% hits; AID 1385;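 active = inhibition above 40% at the single screening dose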;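 also: 0% = DMSO control wells and 100% = blanks with heterologous ssDNA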
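Read-out basis: percent inhibition relative to plate controls and blanks / Assay system: human Rad51 nucleoprotein filaments preassembled on unlabelled ssDNA / Timing: filaments 15 min 37 °C, then compound 30 min / Control set: per-plate controls and blanks / Technique: fluorescence dequenching at 485/520 nm / Compound: 10 µM final, single point / Also added: Fluorescein- and BHQ1-tagged 47-mer duplex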
MDM2 E3 inh = Mdm2 E3 ligase (human) inhibition; 210,000 compounds, 0.11% hits; Q00987; AID 1230; cell-based MDM2 ubiquitination luciferase reporter, 2 h; 0 = plate control, 100 = twice control, blank-subtracted; signal enhancement, % at 5 µM;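 active = signal enhancement of 30% or more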;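 also: luminescence tracks abundance of the self-degrading MDM2-luciferase fusion protein; higher signal means inhibition of MDM2 E3 ligase activity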
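System: stable MDM2–luciferase fusion reporter cells / Input: 2000 cells seeded into each well / Schedule: 4 h settle plus 2 h compound, 37 °C / Compound: single-point 5 µM / Buffer or medium: cells held in DMEM / Benchmarks: control and blank well means / Evaluation: percent signal gain over controls, blank-subtracted / Measured by: luciferase luminescence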
KLK5 inh = inhibitors of human kallikrein 5; recombinant hK5, fluorogenic AMC substrate cleavage; 210,000 compounds, 0.59% hits; inhibition, % at 5 µM; Q9Y337;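 active = inhibition of 40% or more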;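 also: 0% = enzyme controls without compound and 100% = no-enzyme blanks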
FXIa inh = blocks human coagulation factor XIa protease activity; P03951; purified FXIa, Boc-Glu-Ala-Arg-AMC fluorogenic substrate; inhibition, % at 5 µM; 220,000 compounds, 0.14% hits; AID 798;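 active = inhibition of at least 40%; inactive = inhibition below 40%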;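 also: fluorescence of freed AMC excited at 355 nm; 0% = enzyme without compound and 100% = no enzyme blank; many of its hits are not listed in these tables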
FXIIa inh = blocks human coagulation factor XIIa protease activity | purified FXIIa, Boc-QGR-AMC fluorogenic substrate, 2 h | inhibition, % at 5 µM | 220,000 compounds, 0.3% hits | AID 800; in the data active = inhibition above about 40%;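 also: 0% = enzyme with no compound and 100% = blank without enzyme; many of its hits are not listed in these tables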
The depositor's hits bear a star; [ ] = remark or other dose.

Cc1cnnn1-c1ccc(C(=O)CCl)cc1 was read as eIF4E 4G PPI -20, 14-3-3 Bad PPI -27, Wee1 stabilizer -3, p97 inhibitor -2, Rad51 HR inh -6, MDM2 E3 inh 1, KLK5 inh -1, FXIa inh 0 and FXIIa inh 16.
`O=C(NCc1ccncc1)/C(=C/c1cccc([N+](=O)[O-])c1)NC(=O)c1ccccc1` gave eIF4E 4G PPI -2, 14-3-3 Bad PPI -11, Wee1 stabilizer -3, p97 inhibitor -1, Rad51 HR inh 4, MDM2 E3 inh -12, KLK5 inh 0, FXIa inh 2 and FXIIa inh 6.
CC1CN(C(=O)CCc2ccccc2)C(C)CN1C(=O)CCc1ccccc1 (configuration not stated) was read as eIF4E 4G PPI 9, 14-3-3 Bad PPI -4, Wee1 stabilizer 0, p97 inhibitor -2, Rad51 HR inh 1, MDM2 E3 inh 7, KLK5 inh -3, FXIa inh 0 and FXIIa inh 13.
Cc1nc(NC(=O)CSc2nncs2)c(Cl)cc1Cl was read as eIF4E 4G PPI -2, 14-3-3 Bad PPI 1, Wee1 stabilizer 0, p97 inhibitor -4, Rad51 HR inh -7, MDM2 E3 inh -14, KLK5 inh -7, FXIa inh 3 and FXIIa inh 8.
CCC(C)[C@H](NC(=O)NCc1ccc(S(N)(=O)=O)cc1)C(=O)OC (some centres not stated) was read as eIF4E 4G PPI 0, 14-3-3 Bad PPI -2, Wee1 stabilizer 0, p97 inhibitor 3, Rad51 HR inh 5, MDM2 E3 inh -5, KLK5 inh -20, FXIa inh -1 and FXIIa inh -3.
COc1cc(NC(=O)Cc2cccs2)cc(OC)c1 was read as eIF4E 4G PPI 2, 14-3-3 Bad PPI 3, Wee1 stabilizer -2, p97 inhibitor 2, Rad51 HR inh 0, MDM2 E3 inh 13, KLK5 inh -11, FXIa inh -1 and FXIIa inh -9.
For COC(=O)c1cc(Br)c(=O)n(CCN2CCCC2)c1 the results were eIF4E 4G PPI -3, 14-3-3 Bad PPI -2, Wee1 stabilizer 0, p97 inhibitor -3, Rad51 HR inh 1, MDM2 E3 inh -2, KLK5 inh 4, FXIa inh 7 and FXIIa inh 14.
For CC1(C)OC(=O)N(c2ccccc2)C12C=Cc1c(ccc3ccccc13)O2 (configuration not stated) the results were eIF4E 4G PPI 2, 14-3-3 Bad PPI -2, Wee1 stabilizer 2, p97 inhibitor -2, Rad51 HR inh -7, KLK5 inh -9, FXIa inh 13 and FXIIa inh 15.
For CNC(=O)Nc1cccc(C(F)(F)F)c1 the results were eIF4E 4G PPI -2, 14-3-3 Bad PPI 13, Wee1 stabilizer -2, p97 inhibitor 1, Rad51 HR inh -1, MDM2 E3 inh -13, KLK5 inh 14, FXIa inh 4 and FXIIa inh 11.
O=C(Cn1cnc2ccccc2c1=O)OCC(=O)c1ccc2c(c1)OCCO2 was read as eIF4E 4G PPI 2, 14-3-3 Bad PPI 9, Wee1 stabilizer 11*, p97 inhibitor 3, Rad51 HR inh -17, MDM2 E3 inh -14, KLK5 inh 7, FXIa inh 1 and FXIIa inh 3.
For CCOC(=O)c1nn(-c2ccc(F)cc2)c2nc(CC(C)C)c(C#N)c(=O)n12 the results were eIF4E 4G PPI 4[fluorescence artefact?], 14-3-3 Bad PPI 5, Wee1 stabilizer 3, p97 inhibitor -6, Rad51 HR inh -11, MDM2 E3 inh 35*, KLK5 inh -10, FXIa inh 0 and FXIIa inh 10.
`COC(=O)c1cccc(NS(=O)(=O)c2ccc(NC(C)=O)cc2)c1C` gave eIF4E 4G PPI 5[fluorescence artefact?], 14-3-3 Bad PPI -6, Wee1 stabilizer -2, p97 inhibitor 5, Rad51 HR inh 0, MDM2 E3 inh 4, KLK5 inh 0, FXIa inh 4 and FXIIa inh 11.
`Nc1ccc(-n2nc(C(F)(F)F)cc2C(F)(F)F)cc1` gave eIF4E 4G PPI -2, 14-3-3 Bad PPI 4, Wee1 stabilizer 2, p97 inhibitor 6, Rad51 HR inh -8, MDM2 E3 inh 2, KLK5 inh -3, FXIa inh 3 and FXIIa inh 6.
`COc1cc(/C=N/NC(=O)C(=O)NCc2cccnc2)cc(OC)c1OC` gave eIF4E 4G PPI 3[fluorescence artefact?], 14-3-3 Bad PPI -12, Wee1 stabilizer 0, p97 inhibitor 6, MDM2 E3 inh -3, KLK5 inh -3, FXIa inh 4 and FXIIa inh 6.
For O=C(Nc1nnc(-c2ccco2)o1)c1ccc(Cl)cc1 the results were eIF4E 4G PPI 2, 14-3-3 Bad PPI 12, Wee1 stabilizer 2, p97 inhibitor 1, MDM2 E3 inh 1, KLK5 inh 0, FXIa inh -4 and FXIIa inh -3.
`COCc1nnc(NC(=O)c2ccccc2[N+](=O)[O-])s1` gave eIF4E 4G PPI 3[fluorescence artefact?], 14-3-3 Bad PPI 0, Wee1 stabilizer -1, p97 inhibitor 6, Rad51 HR inh 0, MDM2 E3 inh -8, KLK5 inh -8, FXIa inh 8 and FXIIa inh 5.
`CCCc1cc(=O)[nH]c(SCC(=O)N(C)CC(=O)Nc2ccccc2CC)n1` gave eIF4E 4G PPI -2, 14-3-3 Bad PPI 3, Wee1 stabilizer 6, p97 inhibitor -3, Rad51 HR inh 3, MDM2 E3 inh 4, KLK5 inh -1, FXIa inh -6 and FXIIa inh -2.
COC(=O)/C=C(\C)NC(=O)c1ccc(F)cc1 was read as eIF4E 4G PPI -3, 14-3-3 Bad PPI 4[fluorescence artefact?], Wee1 stabilizer -1, p97 inhibitor 7, Rad51 HR inh -1, KLK5 inh -4, FXIa inh -6 and FXIIa inh 5.
`Cc1ccc(CNC(=O)COC(=O)CSc2cc(C)c(Br)cc2C)cc1` gave eIF4E 4G PPI -1[fluorescence artefact?], 14-3-3 Bad PPI -7[fluorescence artefact?], Wee1 stabilizer -2, p97 inhibitor 2, Rad51 HR inh 2, MDM2 E3 inh 1, KLK5 inh -4, FXIa inh 7 and FXIIa inh 15.
For CCOc1ccc(NC(=O)CC2C(=O)N(c3ccccc3)C(=O)N2Cc2ccccn2)cc1 (configuration not stated) the results were eIF4E 4G PPI -13[fluorescence artefact?], 14-3-3 Bad PPI -10[fluorescence artefact?], Wee1 stabilizer 5, p97 inhibitor 2, Rad51 HR inh -3, MDM2 E3 inh -18, KLK5 inh 4, FXIa inh 4 and FXIIa inh 5.
`O=C1C2CC=C(Cl)CC2C(=O)N1CC1OCCc2ccccc21` (configuration not stated) gave eIF4E 4G PPI -4, 14-3-3 Bad PPI 2, Wee1 stabilizer -2, p97 inhibitor -3, Rad51 HR inh -2, MDM2 E3 inh -3, KLK5 inh -10, FXIa inh 5 and FXIIa inh 4.
Screening COc1cccc(NC(=O)CNC(=O)c2cccs2)c1 returned eIF4E 4G PPI -16, 14-3-3 Bad PPI 16, Wee1 stabilizer 1, p97 inhibitor -2, Rad51 HR inh -2, MDM2 E3 inh 1, KLK5 inh -19, FXIa inh 3 and FXIIa inh 5.
`C=CCSc1nc(C)c(CCCC)c(=O)[nH]1` gave eIF4E 4G PPI 1, 14-3-3 Bad PPI -5, Wee1 stabilizer 5, p97 inhibitor 1, FXIa inh 1 and FXIIa inh 5.
`COc1cccc(C(=O)Nc2ccc(C(=O)O)cc2)c1` gave eIF4E 4G PPI 0, 14-3-3 Bad PPI -13, Wee1 stabilizer -1, p97 inhibitor -3, Rad51 HR inh -9, MDM2 E3 inh -13, KLK5 inh -2, FXIa inh 4 and FXIIa inh 10.
`O=C(O)C1CCC(Cn2c(SCc3cc(=O)n4cc(Cl)ccc4n3)nc3ccsc3c2=O)CC1` (configuration not stated) gave eIF4E 4G PPI 0, 14-3-3 Bad PPI -2, Wee1 stabilizer 0, p97 inhibitor 3, Rad51 HR inh 20, MDM2 E3 inh -8, KLK5 inh -11, FXIa inh -2 and FXIIa inh 7.
Screening CCCCn1c(=S)[nH]c2ccccc2c1=O returned eIF4E 4G PPI -3, 14-3-3 Bad PPI 11[fluorescence artefact?], Wee1 stabilizer -3, p97 inhibitor 2, MDM2 E3 inh -10, KLK5 inh -11, FXIa inh 7 and FXIIa inh 12.
COCC(=O)Nc1ccc([N+](=O)[O-])cc1OC was read as eIF4E 4G PPI 13[fluorescence artefact?], 14-3-3 Bad PPI 8, Wee1 stabilizer -4, p97 inhibitor -2, MDM2 E3 inh -9, KLK5 inh -9, FXIa inh 9 and FXIIa inh 10.
For O=C(NCCO)c1cc([N+](=O)[O-])cc2c1C=Cc1ccccc1O2 the results were eIF4E 4G PPI -2, 14-3-3 Bad PPI -5, Wee1 stabilizer 3, p97 inhibitor 5, Rad51 HR inh 3, MDM2 E3 inh 12, KLK5 inh -5, FXIa inh -1 and FXIIa inh -3.
`CCS(=O)(=O)c1ccc2c(c1)N(S(=O)(=O)c1ccc(C)cc1)CC(C(=O)O)O2` (configuration not stated) gave eIF4E 4G PPI 2, 14-3-3 Bad PPI -8, Wee1 stabilizer 0, p97 inhibitor 6, Rad51 HR inh -6, MDM2 E3 inh -5, KLK5 inh -9, FXIa inh -3 and FXIIa inh 5.
Screening O=C(CCCCl)NC(=S)Nc1ccc(N2CCOCC2)cc1 returned eIF4E 4G PPI -7, 14-3-3 Bad PPI -5, Wee1 stabilizer 1, p97 inhibitor 1, Rad51 HR inh 10, MDM2 E3 inh 2, KLK5 inh 2, FXIa inh 0 and FXIIa inh 7.

Structural class, the entries above containing an aryl methoxy group
COc1cc(NC(=O)Cc2cccs2)cc(OC)c1 was read as eIF4E 4G PPI 2, 14-3-3 Bad PPI 3, Wee1 stabilizer -2, p97 inhibitor 2, Rad51 HR inh 0, MDM2 E3 inh 13, KLK5 inh -11, FXIa inh -1 and FXIIa inh -9.
`COc1cc(/C=N/NC(=O)C(=O)NCc2cccnc2)cc(OC)c1OC` gave eIF4E 4G PPI 3[fluorescence artefact?], 14-3-3 Bad PPI -12, Wee1 stabilizer 0, p97 inhibitor 6, MDM2 E3 inh -3, KLK5 inh -3, FXIa inh 4 and FXIIa inh 6.
Screening COc1cccc(NC(=O)CNC(=O)c2cccs2)c1 returned eIF4E 4G PPI -16, 14-3-3 Bad PPI 16, Wee1 stabilizer 1, p97 inhibitor -2, Rad51 HR inh -2, MDM2 E3 inh 1, KLK5 inh -19, FXIa inh 3 and FXIIa inh 5.
`COc1cccc(C(=O)Nc2ccc(C(=O)O)cc2)c1` gave eIF4E 4G PPI 0, 14-3-3 Bad PPI -13, Wee1 stabilizer -1, p97 inhibitor -3, Rad51 HR inh -9, MDM2 E3 inh -13, KLK5 inh -2, FXIa inh 4 and FXIIa inh 10.
COCC(=O)Nc1ccc([N+](=O)[O-])cc1OC was read as eIF4E 4G PPI 13[fluorescence artefact?], 14-3-3 Bad PPI 8, Wee1 stabilizer -4, p97 inhibitor -2, MDM2 E3 inh -9, KLK5 inh -9, FXIa inh 9 and FXIIa inh 10.
